Vif-A3F inh: qHTS for Inhibitors of Vif-A3F Interactions: qHTS; hit rate 0.2% among 390,000; HeLa A3F-eYFP + Vif (tagged APOBEC3F with the HIV-1 protein that degrades it), YFP fluorescence increase; Potency, µM (highest dose often 46.1 µM), inactives show at the highest dose activity, negative = active; also: % of control where 0% means no effect; nearly all actives have a fitted effect of over 65% in size
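HeLa cells stably expressing A3F-eYFP plus Vif, plated and incubated overnight at 37 deg C, then exposed to compounds overnight at 37 deg C. Blocked degradation read as raised yellow fluorescence (Ex 488/Em 500-530).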
Vif-A3G inh: qHTS for Inhibitors of Vif-A3G Interactions: qHTS. HeLa A3G-eYFP + Vif (tagged APOBEC3G with the HIV-1 protein that degrades it), YFP fluorescence, overnight. Potency, µM (top dose mostly 46.1 µM), for the others: at the highest dose activity, negative = active, hits mostly inhibitors. hit rate 0.076% among 410,000;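 also: % is scaled to controls: 0 for no effect and ±100 for the full control effect; nearly all actives have a fitted effect of over 60% in size; hits raise eYFP signal because A3G escapes Vif-driven loss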
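Read-out is eYFP fluorescence (Ex 488/Em 500-530) from Vif-expressing HeLa A3G-eYFP cells; more signal means A3G escaped Vif-mediated degradation. Cells plated overnight, compound pinned in, incubated overnight at 37 deg C.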
IDH1 R132H inh: qHTS for Inhibitors of mutant isocitrate dehydrogenase 1 (IDH1): qHTS. hit rate 0.093% among 390,000. IDH1-R132H enzyme, NADPH consumption, diaphorase/resazurin fluorescence. Isocitrate dehydrogenase [NADP] cytoplasmic (Homo sapiens), O75874. AID 602179, 2012. Potency, µM (highest dose often 76.6 µM), without a hit: at the top dose activity change, negative = inhibition, most hits filed as inhibitors; also: % is scaled to controls: 0 for no effect and ±100 for the full control effect; nearly all actives have a fitted effect of over 65% in size
Target sequence (O75874 whole entry R132H, stated change not applied): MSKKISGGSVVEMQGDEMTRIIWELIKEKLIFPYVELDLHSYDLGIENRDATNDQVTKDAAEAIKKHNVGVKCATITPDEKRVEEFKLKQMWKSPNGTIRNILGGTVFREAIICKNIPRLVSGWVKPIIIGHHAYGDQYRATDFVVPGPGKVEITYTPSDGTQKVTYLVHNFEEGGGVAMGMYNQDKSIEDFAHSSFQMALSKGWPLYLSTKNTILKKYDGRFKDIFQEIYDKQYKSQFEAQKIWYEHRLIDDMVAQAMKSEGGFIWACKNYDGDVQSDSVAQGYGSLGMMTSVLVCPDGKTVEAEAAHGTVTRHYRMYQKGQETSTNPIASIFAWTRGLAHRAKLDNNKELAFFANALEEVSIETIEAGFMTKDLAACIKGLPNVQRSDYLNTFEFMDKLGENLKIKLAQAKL
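IDH1-R132H (0.5 ug/mL) preincubated 30 min with compound, then NADPH (0.016 mM) and alpha-KG (2 mM) added; 80 min at RT, pH 7.5. Remaining NADPH coupled via diaphorase/resazurin to fluorescence (540/590 nm); concentration-response curves normalized to no-enzyme control.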
RGS4 inhibitor: Inhibitors of Regulator of G Protein Signaling (RGS) 4: qHTS | Potency, µM (top dose mostly 114 µM), for the others: at the top dose activity change, negative = inhibition, hits mostly inhibitors | Transcreener GDP fluorescence polarization, RGS4-accelerated GTP hydrolysis | hit rate 0.039% among 390,000 | AID 504845, 2011; also: % is scaled to controls: 0 for no effect and ±100 for the full control effect; nearly all actives have a fitted effect of over 75% in size; some results filed as inactive show a strong effect at the top dose
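MLSMR compounds (23 nl, pin-transferred) preincubated 10 min at room temperature with a 500nM (2x) first reagent, then RGS4 at 900nM (2x) plus Transcreener GDP mix added; fluorescence polarization (620/688 nm) read before and after 90 min at 30 °C.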
12-LOX inh: Primary qHTS assay for inhibitors of human arachidonate 12S-lipoxygenase (ALOX12): Round 2; Polyunsaturated fatty acid lipoxygenase ALOX12 (Homo sapiens), P18054; purified 12hLO, xylenol orange hydroperoxide absorbance; Potency, µM (doses to about 108 µM), without a hit: top-dose activity change, negative = inhibition, most hits filed as inhibitors; hit rate 1.1% among 580,000; AID 1671190, 2021; also: % is scaled to controls: 0 for no effect and ±100 for the full control effect
Target sequence (P18054 whole entry, looked up): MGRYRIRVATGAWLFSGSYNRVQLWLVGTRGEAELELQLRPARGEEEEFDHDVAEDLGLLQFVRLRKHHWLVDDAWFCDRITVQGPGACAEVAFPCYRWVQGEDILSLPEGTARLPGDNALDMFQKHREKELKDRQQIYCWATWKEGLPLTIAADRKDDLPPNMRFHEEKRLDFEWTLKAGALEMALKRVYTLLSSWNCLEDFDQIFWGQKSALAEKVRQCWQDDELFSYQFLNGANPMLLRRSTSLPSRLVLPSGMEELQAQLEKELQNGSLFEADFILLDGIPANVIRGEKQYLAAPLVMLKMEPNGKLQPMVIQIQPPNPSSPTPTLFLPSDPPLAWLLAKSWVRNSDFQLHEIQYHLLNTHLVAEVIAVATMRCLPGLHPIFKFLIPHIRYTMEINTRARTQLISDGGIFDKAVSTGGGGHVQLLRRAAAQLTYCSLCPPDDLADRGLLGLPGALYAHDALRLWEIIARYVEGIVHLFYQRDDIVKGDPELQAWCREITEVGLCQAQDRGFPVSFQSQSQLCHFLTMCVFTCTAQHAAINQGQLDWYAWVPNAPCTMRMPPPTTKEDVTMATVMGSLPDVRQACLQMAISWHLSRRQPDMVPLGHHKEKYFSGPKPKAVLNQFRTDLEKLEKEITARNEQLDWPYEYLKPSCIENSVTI
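Purified human 12hLO at 150 nM in 25 mM Hepes, 0.01% Triton X-100, pH 7.0, preincubated 15 min at room temperature with compound. Reaction started with 40 uM arachidonic acid, 30 min at room temperature. Hydroperoxide measured by Fe-xylenol orange, 573/405 nm absorbance ratio.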
rTrxR1 inhibitor: qHTS Assay for Inhibitors of Mammalian Selenoprotein Thioredoxin Reductase 1 (TrxR1): qHTS | Thioredoxin reductase 1, cytoplasmic (Rattus norvegicus), O89049 | recombinant rTrxR1, NADPH fluorescence consumption, selenite substrate | Potency, µM (highest dose often 114 µM), inactives show top-dose activity change, negative = inhibition, actives largely listed as inhibitors | hit rate 1% among 390,000; also: % is scaled to controls: 0 for no effect and ±100 for the full control effect; nearly all actives have a fitted effect of over 65% in size
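Rat TrxR1 (90 nM in the dispensed reagent) was pre-reduced with 400 uM NADPH for 5 min at room temperature, then incubated with compound for 15 min. After 400 uM selenite was added, NADPH fluorescence (Ex 340/Em 450 nm) was followed for 8 min.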
TrxR1 substrate: qHTS Assay for Substrates of Mammalian Selenoprotein Thioredoxin Reductase 1 (TrxR1): qHTS. Thioredoxin reductase 1, cytoplasmic (Rattus norvegicus), O89049. purified TrxR1 substrate turnover, NADPH consumption readout. Potency, µM (titrated, usually from 114 µM), inactives show top-dose activity change, negative = substrate turnover. hit rate 0.01% among 390,000; also: % is scaled to controls: 0 for no effect and ±100 for the full control effect; nearly all actives have a fitted effect of over 50% in size
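Rat TrxR1, dispensed at 90 nM, was prereduced with 400 uM NADPH (final) for 5 min at ~22 deg C, then incubated with compound 15 min before 400 uM selenite. A first-read NADPH fluorescence drop versus no-compound background flagged substrates.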
USP1-UAF1 inh: Inhibitors of USP1/UAF1: Primary Screen | Ubiquitin carboxyl-terminal hydrolase 1 (Homo sapiens), O94782 | recombinant USP1/UAF1, Ub-Rhodamine cleavage fluorescence | Potency, µM (top dose mostly 57.1 µM), inactives show at the top dose activity change, negative = inhibition, actives largely listed as inhibitors | hit rate 0.23% among 390,000; also: % is scaled to controls: 0 for no effect and ±100 for the full control effect; nearly all actives have a fitted effect of over 60% in size; inactives centre near -12
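USP1/UAF1 complex (1 nM) preincubated 15 min at room temperature with compound, then Ub-Rho substrate (150 nM final) added. Kinetic fluorescence at 480/540 nm over 6 reads at 60 s intervals; 50 mM HEPES pH 7.8, 0.5 mM EDTA, 0.1 mg/ml BSA, 1 mM TCEP, 0.01% Tween-20.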
RXFP1 agonist: qHTS Assay for Agonists of the Relaxin Receptor RXFP1 | Relaxin receptor 1 (Homo sapiens), Q9HBX9 | HEK293T-RXFP1 cAMP TR-FRET, 30 min; response scale: percent of porcine relaxin response, buffer zero | Potency, µM (titrated, usually from 57.5 µM), for inactives: at the top dose activation, actives largely listed as activators | hit rate 0.3% among 370,000 | AID 2676, 2010; also: % is scaled to controls: 0 for no effect and ±100 for the full control effect; nearly all actives have a fitted effect of over 60% in size; many of its hits are not listed in these tables
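HEK293T cells stably expressing RXFP1 were pretreated with the PDE4 inhibitor Ro 20174, exposed to compounds for 30 min at 37C, lysed, and cAMP was read by TR-FRET. Data normalized to buffer (basal) and 29 nM porcine relaxin (100%).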
Starred values were filed as active, the others as inactive; u = inconclusive; x = not tested or not shown; & = joins results of further samples; [ ] = dose if it differs, or a comment. Calls follow the shape of the dose curve; as a rule, active = well fitted curve in the direction sought with a large enough effect; inconclusive = small, poorly fitted or top-dose-only effect, or another doubt; inactive = no such curve, though single readings can be large; an effect the other way counts as inactive or inconclusive. Potency is read from the fitted curve at half-maximal effect. Some of the compounds tested; rates above refer to the full screens.

Compound,rTrxR1 inhibitor,RXFP1 agonist,Vif-A3G inh,12-LOX inh,TrxR1 substrate,RGS4 inhibitor,Vif-A3F inh,USP1-UAF1 inh,IDH1 R132H inh
O=C(COC(=O)C1CC1)Nc1ccc2[nH]c(=O)[nH]c2c1,10%,3.3%,-8%,0%,4%,-4%,-2%,-8%,3%
FC(F)(F)c1cc(CCN2C(=S)NC[C@@H]2Cc2ccccc2)cc(C(F)(F)F)c1,35%[57.1 µM],0.2%,-10%,u,2%[57.1 µM],-4%,8%,u,10%
COC(=O)C1=C(C)NC2=C(C(=O)CC(C)(C)C2)C1c1cnn(C)c1C (stereo not drawn),38%,0.3%,1%,-14%,57%,12%,13%,-1%,4%
CCOc1ccc(OCC)c(NC(=O)C2CCCN(c3nc(C)cc(C)n3)C2)c1 (stereo not drawn),13%,-1.7%,3%,27%,7%,8%,-2%,0%,4%
CCc1ccc(NC(=O)C(=O)NCC(c2cccnc2)N2CCN(C)CC2)cc1 (stereo not drawn),-2%,1.6%,0%,-15%,-17%,21%,2%,-5%,4%
Cc1cc(C)cc(NC(=O)Nc2ccc3c(c2)N(C)C(=O)CS3)c1,16%,-2.5%,-1%,1%,4%,-32%,-13%,-24%,-1%
COc1ccccc1C(=O)NCC(=O)OCC(=O)Nc1cccc(S(=O)(=O)N2CCCCCC2)c1,12%[57.1 µM],-1.5%,2%,-2%,-6%,6%,-3%,u,17%
Nc1c2c(nc3ccccc13)N(C1CCCCC1)CC2,-7%,-0.8%,3%,u,48%[activator],-10%,-4%,-8%,5%
CCc1cc(=O)[nH]c(SCc2nc(-c3ccccc3C)no2)n1,7%[57.1 µM],2.3%,-7%,-20%,2%[57.1 µM],-5%,2%,-15%,12%
CS(=O)(=O)N1CCN(c2ccccc2NC(=O)c2ccc(Cl)cc2)CC1,26%,0.8%,-6%,377%[activator],6%,4%,1%,-4%,0%
N#Cc1nc(Cc2ccccc2)oc1N1CCN(c2cccc(Cl)c2)CC1,16%,2.6%,-3%,u,0%,-17%,2%,-16%,4%
O=S(=O)(Nc1nc2c(s1)CCCC2)c1ccc(Br)cc1,-1%,0.4%,1%,u,-3%,-12%,-5%,-20%,4%
CSc1nccc(Oc2cccc(C#N)c2)n1,19%,0.9%,-11%,-12%,-3%,-1%,8%,-11%,8%
COc1ccc(/C(O)=C2/C(=O)C(=O)N(CC3CCCO3)C2c2ccc(O)c(OC)c2)cc1 (stereo not drawn),4%,2.6%,0%,-13%,-10%,10%,12%,-5%,-7%
Cc1ccc(S(=O)(=O)/N=C(/Nc2c(C)n(C)n(-c3ccccc3)c2=O)c2ccccc2)cc1,6%[57.1 µM],2.5%,-5%,-11%,12%[57.1 µM],-15%,-2%,-11%,3%
COc1ccc(-c2nsc(C(=O)N(c3ccc(F)cc3)C(C(=O)NC3CCCC3)c3ccc(OC)cc3)c2N)cc1 (stereo not drawn),34%,4.7%,0%,-16%,19%,-1%,2%,-17%,0%
CCOC(=O)Cn1nc(C)c(NC(=O)COc2ccc(OC)cc2)c1C,19%&8%,1.6%&1.4%,1%,-3%&-25%,2%&-5%,-4%&-9%,8%,-21%&-24%,2%
O=C(CCNC(=O)c1ccccc1Cl)NCC(c1ccc(F)cc1)N1CCOCC1 (stereo not drawn),7%,2.0%,2%,-18%,2%,-20%,8%,-7%,7%
OC(c1ccccc1)(c1ccccc1)c1nccn1-c1ccccc1,-7%[2.29 µM],x,1%,-1%,6%[57.1 µM],10%,8%,8%,0%
CCOC(=O)C1=C(C)Nc2sc(C(=O)c3ccc(C)cc3)c(N)c2C1c1ccc(C(=O)OC)cc1 (stereo not drawn),11%[57.1 µM],0.6%,0%,u,3%[57.1 µM],-7%,-3%,-18%,1%

Part of the list above, limited to RGS4 inhibitor and rTrxR1 inhibitor.
structure,RGS4 inhibitor,rTrxR1 inhibitor
CSc1nccc(Oc2cccc(C#N)c2)n1,-1%,19%
COc1ccc(/C(O)=C2/C(=O)C(=O)N(CC3CCCO3)C2c2ccc(O)c(OC)c2)cc1 (stereo not drawn),10%,4%

More structures.
Compound,rTrxR1 inhibitor,RXFP1 agonist,Vif-A3G inh,12-LOX inh,TrxR1 substrate,RGS4 inhibitor,Vif-A3F inh,USP1-UAF1 inh,IDH1 R132H inh
CCCN=C1CC(C)(C)CC(=O)/C1=C(/O)CCC,8%[57.1 µM],-0.8%,-4%,-10%,7%[57.1 µM],0%,4%,-16%,0%
O=C1NC(=O)N(c2ccccc2)C1=O,24%,1.1%,0%,u,4%,16%,8%,-11%,-2%
O=C(NC(=S)Nc1ccc(S(=O)(=O)NC2CCCCC2)cc1)c1cccs1,-59%,-0.6%,-3%,16µM*,3%[57.1 µM],-15%,6%,-20%,-7%
CCCCn1c(N)c(N(CCC(C)C)C(=O)c2cc(S(=O)(=O)N3CCOCC3)ccc2F)c(=O)[nH]c1=O,23%,-0.8%,-3%,-28%,6%,23%,-14%,-1%,-4%
CCN1C[C@@H]2[C@@H]3C(=O)N(Cc4ccccc4)C(=O)[C@@H]3[C@](CC)(C1=O)N2C(=O)c1ccc(C(C)(C)C)cc1,-3%[57.1 µM],x,-1%,4%,2%[57.1 µM],17%,-5%,11%,-5%
O=C(CC(c1ccccc1)c1ccco1)Nc1nccs1 (stereo not drawn),-32%,2.8%,-3%,13%,-2%,-30%,3%,-16%,2%
CCOc1cc(CNCc2ccccn2)ccc1OCC(=O)NC(C)(C)C,-20%,-0.1%,1%,22%,-5%,-3%,1%,-16%,8%
COc1cc(/C=N/Nc2nc(N3CCCC3)nc(N3CCCC3)n2)ccc1OCc1ccccc1F,12%,-1.1%,3%,0%,-6%,17%,-20%,-11%,-7%
Cc1ccc(C(=O)NCCSC2CCCCC2)cc1S(=O)(=O)Nc1ccccc1,5%,0.1%,6%,u,5%,6%,-1%,-11%,-5%
Cc1ccc2[nH]c(=O)c(CN(Cc3ccco3)Cc3nnnn3Cc3ccccc3)cc2c1,-27%,x,2%,x,-13%,-6%,x,x,x
COC(=O)c1ccc(C(=O)OC)c(NC(=O)Cc2cccs2)c1,x,x,-1%,u,x,x,-1%,-16%,12%
CCN(CC)c1ccc(N=Nc2ncn[nH]2)cc1,-10%[57.1 µM],-4.6%,2%,-5%,-7%[57.1 µM],-1%,4%,u,4%
N#Cc1c2n(c3c(=O)n(CC(=O)c4ccc([N+](=O)[O-])cc4)cnc13)CCCCC2,-6%,7.4%,2%,-2%,-9%,6%,-11%,-13%,4%
CC(=O)N1c2ccc(S(=O)(=O)N3CCN(c4cccc(Cl)c4)CC3)cc2CC1C (stereo not drawn),18%,4.7%,2%,1%,1%,14%,-3%,-5%,-8%
CCOc1ccccc1NC(=O)Cn1ncc2c([nH]c3ccccc32)c1=O,-8%,10%,5%,u,-4%,-22%,3%,-4%,17%
Cn1ccc2c(OCC(=O)NCc3ccc(F)cc3)cccc2c1=O,12%[57.1 µM],2.5%,-6%,-25%,6%[57.1 µM],-8%,-8%,-13%,-4%
CCCCC(=O)N/N=C(\C)CC(=O)Nc1cc(Cl)ccc1OC,-12%,-3.3%,-9%,0%,-10%,-6%,4%,-12%,0%
COc1ccccc1C(=O)N1CCN(S(=O)(=O)Cc2ccccc2)CC1,15%,-0.9%,0%,u,6%,-5%,4%,-17%,7%
O=C(NC(=S)NCc1ccco1)c1ccc([N+](=O)[O-])cc1,-2%[57.1 µM],x,0%,-15%,6%[57.1 µM],2%,1%,-4%,1%
CCSc1nc2cc(OC)c(OC)cc2c(=O)n1CC,14%[0.457 µM],4.2%,2%,194%[activator],15%[57.1 µM],17%,2%,-8%,4%
Cc1ccc(C2CC(=O)N3CN(c4ccc(Br)cc4)CSC3=C2C#N)o1 (stereo not drawn),u,20%,0%,u,-3%,u,-2%,-2%,7%
CCOc1ccc(N(CC(=O)NC2CCCC(C)C2C)S(=O)(=O)c2c(C)noc2C)cc1 (stereo not drawn),2%,0.1%,-2%,25%,-1%,14%,-7%,-3%,-2%
O=C(NNC(=S)NC(=O)c1cccnc1)c1ccc(Cl)cc1,u,-0.2%,0%,u,-13%,u,2%,-10%,1%
